From PubChem BioAssay
Apaf1 inhib: blocks human Apaf-1 apoptosome activity; hit rate 0.71% among 330,000; inhibition, % at 20 µM; reconstituted apoptosome caspase-3 activity, DEVD-Rh110 fluorescence; O14727; AID 489030; active means inhibition of at least 40% at 20 µM;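 further: plate controls were DMSO wells for no effect and DEVD-CHO caspase inhibitor wells for full effect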
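Medium: Hepes buffer, pH 7.5 / System: biochemical Apaf-1 apoptosome reconstitution / Measured by: Rh110 fluorescence, excitation 480 nm, emission 540 nm / Times: compound with Apaf-1, dATP, procaspase-3 30 min, then 50 min reaction, room temperature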
tim10-1 inh: growth inhibitors of tim10-1 mutant yeast | inhibition, % at 20 µM | hit rate 2.2% among 330,000 | S. cerevisiae tim10-1 ts strain growth, BacTiter-Glo, 24 h;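 active means inhibition of at least 40%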;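 further: mutant grown at 25 °C; 0% = DMSO wells with yeast and 100% = wells holding no yeast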
mIAP act: increases mouse intestinal alkaline phosphatase activity | hit rate 0.24% among 330,000 | activation factor at 10 µM | muIAP, CDP-Star luminescence, 30 min; active compounds read high; 1 = vehicle-only enzyme signal, 0 = enzyme-free wells;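 active means activation factor of at least 2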; further: the source names both 10 and 20 µM as test concentration; values of inactives mirror those of a sister screen read the other way
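also added = chemiluminescent substrate CDP-Star | test system = mouse IAP enzyme | signal = chemiluminescence readout | compound = DMSO-dissolved test compounds | incubation = 30 min at room temperature | benchmarks = DMSO wells, no-enzyme wells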
TIM10 inh: TIM10 yeast growth inhibition; S. cerevisiae TIM10 strain growth, BacTiter-Glo luminescence, 24 h; inhibition, % at 10 µM; hit rate 1.4% among 330,000; AID 463195;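 active means inhibition of 40% or more at the single tested concentration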;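 further: wild-type TIM10 isogenic control strain grown at permissive 25 °C; 0% = DMSO yeast wells and 100% = minimal medium wells without yeast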
ATG4B inh: inhibitors of human ATG4B cysteine protease. Q9Y4P1. ATG4B cleavage of LC3-PLA2, NBD-HPC fluorescence, 1 h. inhibition, % at 8.33 µM. hit rate 0.51% among 340,000. AID 504462; in the data active means inhibition above about 40%
Target sequence (Q9Y4P1 whole entry, looked up): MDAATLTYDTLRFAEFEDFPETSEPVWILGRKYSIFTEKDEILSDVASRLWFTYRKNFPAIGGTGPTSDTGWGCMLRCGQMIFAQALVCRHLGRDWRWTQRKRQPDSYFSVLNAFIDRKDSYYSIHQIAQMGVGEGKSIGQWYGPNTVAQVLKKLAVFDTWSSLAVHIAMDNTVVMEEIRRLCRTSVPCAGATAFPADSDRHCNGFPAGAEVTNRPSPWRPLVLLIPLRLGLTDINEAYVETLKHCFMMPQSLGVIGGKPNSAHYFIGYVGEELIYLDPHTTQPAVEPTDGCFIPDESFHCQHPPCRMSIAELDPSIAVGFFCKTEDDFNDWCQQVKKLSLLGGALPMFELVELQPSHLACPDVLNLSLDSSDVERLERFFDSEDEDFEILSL
mIAP inh: mouse IAP inhibition; purified mouse IAP, CDP-Star luminescence, 30 min; inhibition, % at 10 µM; hit rate 0.2% among 330,000; AID 2806;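 active means inhibition of at least 40% at 10 µM in the primary screen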;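 further: plate controls were DMSO with enzyme for no effect and no enzyme wells for full effect; values of inactives mirror those of a sister screen read the other way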
hIAP block: human IAP inhibition; P09923; purified IAP, CDP-Star luminescence, 30 min; inhibition, % at 10 µM; hit rate 0.12% among 330,000; AID 2544;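 active means inhibition reaching a set limit with compound at 10 µM in the primary screen, cut at about 35% in these data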;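 further: plate controls were DMSO wells with enzyme for no effect and no-enzyme buffer wells for full effect; values of inactives mirror those of a sister screen read the other way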
Target sequence (P09923 whole entry, looked up): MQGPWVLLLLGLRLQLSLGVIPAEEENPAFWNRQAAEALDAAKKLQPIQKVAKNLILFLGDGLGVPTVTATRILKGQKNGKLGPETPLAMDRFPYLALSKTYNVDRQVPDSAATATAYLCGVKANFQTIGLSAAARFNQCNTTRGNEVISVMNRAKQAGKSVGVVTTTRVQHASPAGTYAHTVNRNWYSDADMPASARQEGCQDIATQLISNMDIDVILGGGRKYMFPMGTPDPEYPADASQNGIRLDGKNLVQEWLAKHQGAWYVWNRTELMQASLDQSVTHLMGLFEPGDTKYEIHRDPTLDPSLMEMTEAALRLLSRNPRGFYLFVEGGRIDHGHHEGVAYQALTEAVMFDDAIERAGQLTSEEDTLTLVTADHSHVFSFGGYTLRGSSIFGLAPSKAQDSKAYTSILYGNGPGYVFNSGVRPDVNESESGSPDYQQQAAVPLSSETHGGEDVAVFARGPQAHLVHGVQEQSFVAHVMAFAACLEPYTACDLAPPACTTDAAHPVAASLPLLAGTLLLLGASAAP
NLRP3 yeast inh: NALP3 inhibition in yeast | Yeast reconstituted NLRP3/ASC/caspase-1, beta-gal luminescence, 24 h | inhibition, % at 10 µM | hit rate 0.39% among 330,000;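 active means inhibition of 50% or more; inactive means inhibition below 50%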;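 further: plate controls were induced DMSO wells for no effect and uninduced yeast grown without galactose for full effect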
hIAP activ: increases human intestinal alkaline phosphatase activity; purified human IAP, CDP-Star luminescence, 30 min; active compounds read high; 1 = vehicle-only enzyme, 0 = enzyme-free background; hit rate 0.16% among 330,000; activation factor at 10 µM; AID 2524;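 active means activation factor of the enzyme at least 2-fold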; further: the source names both 10 and 20 µM as test concentration; values of inactives mirror those of a sister screen read the other way
* = called active by the depositor; x = not tested or not shown.

(1) Cc1cc(C(=O)Nc2c(C)n(C)n(-c3ccccc3)c2=O)on1
(2) CC1CCN(S(=O)(=O)N2CCC(C(=O)N3CCC(N(C)CC4CCCO4)CC3)CC2)CC1 (centres undefined)
(3) CCn1ncc([N+](=O)[O-])c1C(=O)NC1CCCCC1
(4) O=C(O)Cc1ccc2ccc3ccccc3c2c1
(5) Nc1c(C(=O)NCC2CCCO2)sc(=S)n1-c1ccccc1 (centres undefined)
(6) FC(F)(F)COc1ccc(-n2ccnc2)nn1
(7) Cc1ccc(N2CC(C(=O)N3CCCc4ccccc43)CC2=O)cc1 (centres undefined)
(8) CCc1ccc(NC(=O)CSCCN2C(=O)c3ccccc3C2=O)cc1
(9) CCOc1ccc(NC(=S)N2CCN(S(=O)(=O)c3ccc(OC)cc3)CC2)cc1
(10) CC1(C)C=Cc2c(ccc3c2OC[C@@H](c2ccc(O)cc2O)C3)O1
screen / no.,1,2,3,4,5,6,7,8,9,10
Apaf1 inhib,5,1,-3,1,-1,-7,-17,-1,5,6
tim10-1 inh,-4,1,-5,12,-4,3,29,19,9,29
mIAP act,1.1,1,0.99,1.1,0.92,1.1,1.1,0.94,1.1,0.88
TIM10 inh,-22,0,-8,0,2,-10,15,-11,8,35
ATG4B inh,-3,-15,-4,20,-8,3,5,-11,-1,-30
mIAP inh,-13,-3,1,-15,8,-8,-8,6,-8,12
hIAP block,2,18,8,0,-15,-8,-11,2,-34,-3
NLRP3 yeast inh,-5,8,-9,14,14,9,0,44,15,12
hIAP activ,0.98,0.82,0.92,1,1.2,1.1,1.1,0.98,1.3,1

(11) O=C1CC(C(=O)Nc2ccc(Cl)cc2)S/C(=N\N=C\c2ccco2)N1 (centres undefined)
(12) COc1ccc(C(=O)Nc2ccc(-c3n[nH]c(=S)o3)cc2)cc1OC
(13) Nn1c(SCC(=O)NCCC2=CCCCC2)nnc1C(F)(F)F
(14) COc1ccc2ccccc2c1/C=N/n1cnnc1
(15) COCC1CCCN(C(=O)c2cc(COc3ccc(C(C)=O)cc3)on2)C1 (centres undefined)
(16) COC(=O)Nc1ccc2c(c1)N(C(=O)CCN1CCN3CCCC3C1)c1ccccc1S2 (centres undefined)
(17) Cc1oc(-c2ccc(Cl)cc2)[n+]([O-])c1C
(18) Cc1cc(/C=C2\SC(=O)N(C)C2=O)c(C)n1-c1ccc(S(N)(=O)=O)cc1
(19) Cc1cccc(C)c1NC(=O)C1(N(C(=O)c2ccccn2)c2ccc(O)cc2)CCCCC1
(20) CCOC(=O)C1CCN(c2c(NCc3ccc(C(=O)Nc4ccc(C)cc4)cc3)c(=O)c2=O)CC1
screen / no.,11,12,13,14,15,16,17,18,19,20
Apaf1 inhib,-7,10,-7,4,-3,-7,2,7,13,-3
tim10-1 inh,-7,24,6,-10,-5,25,1,-5,20,6
mIAP act,1,1,0.92,0.91,0.99,0.98,0.94,0.92,1,1
TIM10 inh,0,3,-5,15,-5,-8,4,-14,8,-18
ATG4B inh,1,-4,10,4,4,-5,-13,-10,-9,1
mIAP inh,-3,0,8,9,1,2,6,8,-1,-2
hIAP block,-20,1,8,15,9,-19,3,-1,4,5
NLRP3 yeast inh,3,25,15,16,22,12,7,5,-13,13
hIAP activ,1.2,0.99,0.92,0.85,0.91,1.2,0.97,1,0.96,0.95

(21) CCc1nnc(N/N=C/c2ccc(O)c(OC)c2)n1N
(22) Cc1ccc(/C=C2/C(=O)N=C(N)N2C)s1
(23) COc1cc(NC(=O)COC(=O)C=C(C)C)c(C)cc1[N+](=O)[O-]
(24) Clc1ccccc1/C=C/c1nc(-c2ccccn2)no1
(25) Cc1cccc2cc(C#N)c(NCc3ccccc3)nc12
(26) COc1ccc(NC(=O)c2cn3c(nc4ccccc43)c(C#N)c2C)cc1
(27) CCc1[nH]nc2c1C(c1ccc(Br)s1)C(C#N)=C(N)O2 (centres undefined)
(28) O=C(COC(=O)c1ccc(=O)n(Cc2ccccc2)n1)Nc1ccc2c(c1)OCCO2
(29) CC(=O)O[C@H]1CC[C@]2(C)[C@H]3CC=C4[C@@H]5[C@@H](C)[C@H](C)CC[C@]5(C(=O)O)CC[C@@]4(C)[C@]3(C)CC[C@H]2C1(C)C
(30) O=C(NCc1cccc(OC(F)(F)F)c1)C1CCC(=O)N(Cc2cccc(F)c2)C1 (centres undefined)
screen / no.,21,22,23,24,25,26,27,28,29,30
Apaf1 inhib,-11,6,2,11,8,-22,2,-2,8,10
tim10-1 inh,-18,10,0,22,34,-4,85*,3,17,11
mIAP act,0.9,0.97,0.91,1.1,0.68,1.1,0.89,0.91,0.97,1
TIM10 inh,1,3,1,7,34,-2,75*,-2,-1,7
ATG4B inh,-5,-7,-12,2,-5,-1,-12,-10,x,-5
mIAP inh,10,2,9,-10,32,-7,11,9,3,-3
hIAP block,10,-11,0,-5,7,0,-6,-5,-48,-28
NLRP3 yeast inh,4,11,15,25,14,-1,48,10,2,11
hIAP activ,0.9,1.1,1,1,0.93,1,1.1,1.1,1.5,1.3

(31) Cc1cc(C)n2nc(CNS(=O)(=O)c3cccc([N+](=O)[O-])c3)nc2n1
(32) Cc1ccc(N2C(=O)CC(Cc3cccc(C)c3)C2=O)cc1 (centres undefined)
(33) O=C(NCCNC(=O)c1ccccc1O)c1ccccc1O
(34) CC(=O)N1c2ccccc2NC2=C(C(=O)CC(C)(C)C2)C1c1cccn1C (centres undefined)
(35) Cc1csc(NC(=O)c2c(-c3ccccc3)noc2C)n1
(36) C=CCn1c(=N)n(CC(=O)c2ccc(OC)cc2)c2ccccc21
(37) COCc1cc(C)nc(N/N=C/c2ccc(-c3cc(C(=O)O)ccc3Cl)o2)c1C#N
(38) O=C(CSc1ncn[nH]1)NCCc1ccccc1
(39) O=C(NC1CCS(=O)(=O)C1)c1ccc(N2CCCCC2)c([N+](=O)[O-])c1 (centres undefined)
(40) O=C(Nc1ccc(-c2nc3ccccc3o2)cc1)c1ccc2c(c1)OCO2
screen / no.,31,32,33,34,35,36,37,38,39,40
Apaf1 inhib,-4,0,-8,-7,3,-4,26,14,11,4
tim10-1 inh,1,4,-15,3,9,-5,1,-5,-4,13
mIAP act,1,0.99,0.97,0.99,0.91,1.2,0.96,1.1,0.83,0.96
TIM10 inh,-13,-22,-4,-10,15,-4,-6,11,2,-10
ATG4B inh,-7,1,6,7,-6,2,x,-8,-1,-8
mIAP inh,-1,1,2,1,9,-20,4,-10,17,4
hIAP block,-21,-7,-6,1,9,1,-8,-164,13,13
NLRP3 yeast inh,1,19,23,3,31,-4,0,11,-1,0
hIAP activ,1.2,1.1,1.1,0.99,0.91,0.99,1.1,2.6*,0.87,0.87

(41) CCc1ccc(NC(=O)Cn2nnc(C(=O)NCCc3ccc(OC)c(OC)c3)c2N)cc1
(42) CCCc1cc(=O)n2[nH]c(NCc3ccccc3Cl)nc2n1
(43) CCN(CC)CCn1c2ccccc2c2nc3ccc([N+](=O)[O-])cc3cc21
(44) O=c1cc(O)c(-c2ccc(Cl)cc2)c(Cl)[nH]1
(45) CCN(CC)S(=O)(=O)c1cccc(C(=O)NC(Cc2c[nH]c3ccccc23)c2nnc3n2CCCCC3)c1 (centres undefined)
(46) N#C/C(=C/c1cn[nH]c1-c1cccc(Br)c1)C(=O)O
(47) CC(=O)NC12CC3CC(C1)CC(C(=O)Nc1nc4ccc(F)cc4s1)(C3)C2
(48) COc1ccccc1C(=O)NC(=O)COC(=O)Cc1n[nH]c(=O)c2ccccc12
(49) CCn1c(CNc2ccc(C(=O)O)cc2)nc2ccccc21
(50) O=C(COC(=O)C1CCN(S(=O)(=O)c2cccs2)CC1)Nc1ccc(F)cc1F
screen / no.,41,42,43,44,45,46,47,48,49,50
Apaf1 inhib,-8,1,-8,-31,2,-4,22,1,-12,-18
tim10-1 inh,-19,11,21,2,4,9,36,22,29,2
mIAP act,1,0.98,0.99,0.99,1.1,1,1,1,0.97,0.97
TIM10 inh,5,-6,-1,-20,14,-12,16,8,11,-4
ATG4B inh,-5,-2,6,-3,-8,5,-5,-8,-3,8
mIAP inh,-3,2,1,1,-9,-3,0,-4,3,3
hIAP block,-2,-3,-16,0,7,4,4,-11,3,3
NLRP3 yeast inh,-5,15,36,6,-14,2,10,18,11,6
hIAP activ,1,1,1.2,1,0.93,0.96,0.96,1.1,0.97,0.97

(51) N#Cc1c(N)oc(-c2ccc3c(c2)OCO3)c1-c1ccc2c(c1)OCO2
(52) CN(CC(=O)Nc1ccc(F)cc1)C(=O)COc1ncnc2ccccc12
(53) COC(=O)C1CCN(CC(=O)Nc2ccc(OC)c(Cl)c2)CC1
(54) O=C(Nc1ccc(N2CCN(C(=O)c3ccc(Cl)cc3)CC2)cc1)c1ccc2c(c1)OCCO2
(55) Oc1ccccc1C1=NCCNC(C(F)(F)F)=C1
(56) Cc1ccsc1C1NC(=O)c2ccccc2N1 (centres undefined)
(57) Cc1cc(CNC(=O)Nc2ccc3c(c2)OCO3)nn1C
screen / no.,51,52,53,54,55,56,57
Apaf1 inhib,11,3,-16,9,-8,3,0
tim10-1 inh,21,0,-8,14,2,-11,-6
mIAP act,0.83,1,0.94,1,0.95,0.98,0.95
TIM10 inh,12,0,-1,1,10,-1,0
ATG4B inh,-11,-7,-6,0,2,-1,3
mIAP inh,17,0,6,-4,5,2,5
hIAP block,11,2,6,5,22,11,6
NLRP3 yeast inh,-13,-8,22,9,7,7,15
hIAP activ,0.89,0.98,0.94,0.95,0.79,0.89,0.94
